Gli-Sufu block: Gli-Sufu pathway antagonism | 0.74% of 340,000 active | inhibition, % at 5 µM | AID 588413 | Sufu-KO-LIGHT fibroblasts, Gli luciferase reporter luminescence;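 active = inhibition above about 55%, limit read from the data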;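 note: 0% = DMSO-treated cells and 100% = wells with medium but no cells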
EBI2 block: EBI2 (human) antagonism | inhibition, % at 5 µM | 0.81% of 360,000 active | EBI2 beta-arrestin recruitment, luminescence, 7a,25-OHC stimulated; in the data active = inhibition above about 38%;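 note: enzyme fragment complementation signal reports receptor beta-arrestin coupling in cells; 0% = agonist plus DMSO wells and 100% = wells without agonist; some results beyond the cut were filed as inactive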
CCR6 antagonist: blocks CCL20-driven beta-arrestin recruitment at human CCR6; P51684; CHO-K1 CCR6 PathHunter beta-arrestin, luminescence, CCL20-stimulated; inhibition, % at 20 µM; 0.49% of 340,000 active; AID 493098;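 active = compounds whose inhibition of the agonist-driven luminescence signal at 20 µM reaches about 50%, limit read from the data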;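 note: cells stimulated with CCL20 at 14 nM final; plate controls were DMSO with CCL20 for no effect and DMSO without agonist for full effect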
697 NFkB inh: inhibitors of the PMA/ionomycin-induced NF-kB reporter in 697 B cells; AID 435022; 0.33% of 330,000 active; inhibition, % at 4 µM; 697 B-cell NF-kB luciferase reporter, 16 h; in the data active = inhibition above about 35%
Apaf-1 inh: inhibitors of human Apaf-1 apoptosome; O14727; inhibition, % at 20 µM; 0.71% of 330,000 active; reconstituted apoptosome caspase-3 activity, DEVD-Rh110 fluorescence; active = inhibition of at least 40% at 20 µM;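 note: plate controls were DMSO wells for no effect and DEVD-CHO caspase inhibitor wells for full effect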
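Assay system – apoptosome proteins · Medium – Hepes buffer, pH 7.5 · Also added – cytochrome c with DEVD-Rh110 · Timing – 30 min compound preincubation, 50 min activation, room temperature · Detection – Rh110 fluorescence, excitation 480 nm, emission 540 nm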
SENP8 block: blocks the human protease SENP8; 1.2% of 330,000 active; AID 2540; Q96LD8; purified SENP8, Z-RLRGG-aminoluciferin cleavage, luminescence; inhibition, % at 10 µM
UBC13 polyUb: human UBC13 polyubiquitination inhibition; AID 485273; inhibition, % at 20 µM; P61088; UBC13 polyubiquitin chain formation, TR-FRET; 0.47% of 330,000 active; in the data active = inhibition above about 45%, passing the limit was not always enough
Jurkat NFkB inh: lowers PMA/ionomycin-induced NF-kB signal in Jurkat cells; PMA/ionomycin-induced NF-kB luciferase reporter, luminescence; inhibition, % at 4 µM; 0.53% of 330,000 active; AID 435003
Numbers without * were called inactive. Cut-off read from the data, not from the text of the source, unless noted: active = inhibition above about 50%; inactive = the rest. This is a subset; count on the stated rates, not on these rows.

SMILES	Gli-Sufu block	EBI2 block	CCR6 antagonist	697 NFkB inh	Apaf-1 inh	SENP8 block	UBC13 polyUb	Jurkat NFkB inh
Cc1ccc(C(=O)Nc2ccc3c(c2)C(=O)NC3=O)cc1	-3.3	-8.7	5.0	-6.5	-3.1	-3.2	3.8	2.2
COc1ccc(Cn2c(C3CC3)nc3ccc(NC(C)=O)cc3c2=O)cc1	-91.3	0.0	8.2	-253.6	12.5	46.1	5.3	-131.0
Cc1ccc2nc(SCC(=O)Nc3cc(C)on3)c(C)cc2c1	-6.1	-11.8	13.4	-31.2	5.2	-10.5	0.5	-9.2
CC(OC(=O)/C=C/c1ccc2ccccc2n1)C(=O)Nc1ccc(S(N)(=O)=O)cc1 (stereo unspecified)	3.8	-18.4	-14.2	-27.3	11.7	-1.9	0.0	-4.0
CN1C(=O)CSc2ccc(NC(=O)N3CCN(c4ccccn4)CC3)cc21	16.6	-3.4	7.2	11.2	11.2	-3.2	-11.3	-13.1
COc1cccc(C2=NN(C(=O)CCCC(=O)O)C(c3cccs3)C2)c1 (stereo unspecified)	3.7	1.5	8.7	11.5	-16.0	3.9	7.0	-3.2
CCOC(=O)c1cc2ccc3ccccc3c2oc1=O	-10.2	-5.2	7.4	1.5	-9.6	-5.2	2.7	2.4
COc1ccccc1CC(=O)N1CCN(C(=O)c2ccco2)CC1	1.7	13.4	-22.5	21.5	-10.9	3.7	0.5	21.7
CC(Sc1nnc(-c2cccs2)n1-c1ccccc1)C(=O)NCc1ccco1 (stereo unspecified)	-0.5	-1.5	-0.1	2.0	-9.2	1.7	2.4	1.4
CC(OC(=O)CN1C(=O)NC2(CCCC2)C1=O)C(=O)Nc1cccc(Cl)c1Cl (stereo unspecified)	-4.5	-8.5	12.0	15.0	-1.4	11.7	3.4	7.0
O=C(O)c1cc(S(=O)(=O)Nc2cccc(S(=O)(=O)N3CCCC3)c2)ccc1Cl	-7.4	-7.1	6.4	3.4	8.6	-9.5	-8.4	8.5
Cc1ccc(C(C)C)cc1S(=O)(=O)NCc1ccccn1	10.0	1.0	7.5	-26.0	3.4	-0.6	-5.0	-4.4
CN(C)S(=O)(=O)c1cccc(NC(=O)CNCc2ccccn2)c1	-2.2	0.7	3.4	3.0	-5.5	-4.9	-21.7	3.2
CC(=O)Nc1ccc(SCC(=O)c2ccc(Br)s2)cc1	12.4	6.3	23.9	-16.2	3.7	-0.9	4.5	-3.2
Cc1cccc(-c2nnc(SCC3CNC(=O)O3)n2-c2ccc(Cl)cc2)c1 (stereo unspecified)	14.1	-2.9	12.6	0.7	-6.1	3.0	7.1	-2.4
Cc1ccc(S(=O)(=O)N2CCCN(C(=O)CNC(=O)c3ccccc3)CC2)cc1	-4.9	0.9	7.0	4.8	2.8	1.1	2.3	10.7
COc1ccc(CCNC(=O)c2cc3c(=O)n4ccccc4nc3n(CCCN3CCOCC3)c2=N)cc1	27.6	18.3	23.8	-16.5	-2.1	-2.0	3.2	35.2
O=C(C[C@@H]1C/C=C\C[C@@H](Cc2ccc(F)cc2)C(=O)OC[C@@H](Cc2ccccc2)NC1=O)N[C@H](CO)Cc1ccccc1	-24.7	-8.5	-3.7	0.5	13.9	-3.7	-10.6	-9.9
N#Cc1ccc(CSc2nnc(-c3c[nH]c4ccccc34)n2-c2ccccc2)cc1	17.2	7.9	1.3	-11.3	8.2	7.7	-1.4	-10.1
Cc1cc(Br)ccc1NC(=O)CNC(=O)c1ccc(-n2cncn2)c([N+](=O)[O-])c1	-6.0	-1.1	-3.7	23.2	-1.6	1.2	1.3	9.4
CCOc1ccc(NS(=O)(=O)c2cc(C(=O)NCCCN3CCOCC3)ccc2C)cc1	5.5	9.4	3.1	7.5	65.5*	-9.7	73.6*	-8.8
Cc1cc2cc(CNC(=O)Nc3cccc(Cl)c3)ccc2n1C	-8.2	13.1	8.9	0.2	48.7*	-7.2	-4.6	-11.7
Cc1onc(-c2ccccc2Cl)c1-c1nc(-c2ccncc2)no1	1.5	21.3	1.9	-2.9	14.5	-1.1	-6.6	13.5
O=C1NC(=O)c2c(NC(=O)C3CCCO3)cccc21 (stereo unspecified)	-6.0	-5.6	10.4	9.1	-18.1	2.0	5.0	-10.6
CSc1ccc(CN2C(=O)NC3(CCCCC3)C2=O)cc1	-3.6	0.8	3.2	-8.7	7.8	-5.3	-2.5	-14.5
Continued.
SMILES	Gli-Sufu block	EBI2 block	CCR6 antagonist	697 NFkB inh	Apaf-1 inh	SENP8 block	UBC13 polyUb	Jurkat NFkB inh
Cc1c(Br)c([N+](=O)[O-])nn1C(C)C(=O)N1CCCc2ccccc21 (stereo unspecified)	7.5	-8.5	6.5	3.8	-3.8	1.0	8.1	20.8
COC(=O)c1cc(-c2ccccc2)n[nH]1	-1.1	-10.2	7.6	5.8	-4.0	-8.0	-3.8	1.9
CCn1c(SCC(=O)N2CCCCC2)nc(O)cc1=O	-2.0	-5.1	-0.2	-6.0	4.7	-4.6	1.0	3.8
Cc1ccc(S(=O)(=O)N2CCOCC2)cc1C(=O)Nc1ccccc1N1CCOCC1	10.8	-2.8	10.3	11.0	9.7	-3.0	4.3	-22.4
Cn1c(=O)c2c(ncn2CC(=O)OCC(=O)NCCc2ccccc2)n(C)c1=O	-1.7	-7.6	2.5	8.9	-4.2	-2.6	4.1	2.3
CCOC(=O)N1CCC(N2CCCC(CO)(Cc3cccc(OC)c3)C2)CC1 (stereo unspecified)	18.1	3.6	7.7	18.9	5.6	-2.0	-1.6	4.5
COc1cc(CC(=O)OCC(=O)NC2CCCCC2C)cc(OC)c1OC (stereo unspecified)	-5.4	10.0	7.3	11.2	-8.5	-1.2	4.5	14.8
Cc1c(Cl)cccc1NC(=O)CN1CCN(CCN=CC2=C(O)CC(c3ccccc3)CC2=O)CC1 (stereo unspecified)	4.4	0.2	14.1	16.7	5.4	-2.3	3.2	18.1
CC[C@@]1(C(=O)OC)N[C@H](CN(C)S(=O)(=O)c2ccc(C(C)(C)C)cc2)[C@@H]2C(=O)N(Cc3ccccc3)C(=O)[C@@H]21	-22.0	8.4	14.2	8.1	-6.5	-4.5	5.8	1.7
CCOc1ccc(NC(=O)c2ccc(NC(=O)c3cn4c5c(c(N6CCN(C)CC6)c(F)cc5c3=O)OCC4C)cc2)cc1 (stereo unspecified)	10.6	-1.8	25.4	-7.4	7.8	-5.7	16.4	-4.3
Cc1cnc(C(=O)Oc2ccc(-c3ccccc3)cc2)cn1	-8.7	1.8	8.1	9.2	7.3	-4.9	-1.4	-18.5
NC(=O)C(c1ccc(Cl)cc1)c1ncc(C(F)(F)F)cc1Cl (stereo unspecified)	8.6	-4.8	6.0	20.7	9.5	-0.2	-3.2	-1.5
CN(c1ccc(C(=O)Nc2cccnc2)cc1)S(=O)(=O)c1ccccc1	-6.0	-7.8	1.6	4.3	8.0	7.2	7.7	20.8
CCCCCCc1c(C)c2ccc(OCC(=O)N[C@@H](Cc3ccccc3)C(=O)O)cc2oc1=O	-1.1	3.9	26.2	4.4	20.6	-8.9	-38.4	7.7
O=C(NCc1ccccc1)c1n[nH]nc1-c1ccccc1O	-18.1	-5.3	14.2	-19.8	-9.5	-17.3	4.0	0.5
CC(C(=O)OCC(=O)c1cccc([N+](=O)[O-])c1)N1C(=O)C2C3C=CC(C3)C2C1=O (stereo unspecified)	-3.4	4.9	51.1*	22.4	-7.0	4.0	-4.3	15.6
COC(=O)COc1ccc(S(=O)(=O)N2CCOCC2)cc1C	-11.8	-8.3	3.9	13.4	-9.0	-6.6	-12.2	-0.8
CCC(C)Oc1cccc(C(=O)Nc2ccccc2N2CCOCC2)c1 (stereo unspecified)	0.0	7.0	9.0	-5.5	22.9	-1.6	2.8	-4.0
Cn1c(NCC(O)CO)nc2c1c(=O)n(Cc1ccc(Cl)c(Cl)c1)c(=O)n2C (stereo unspecified)	4.4	2.7	-3.3	0.7	-16.3	-2.2	0.7	-10.0
O=C1c2ccccc2C(=O)c2c1cccc2N(CCO)CCO	23.6	-11.6	13.4	-0.7	8.3	7.4	-219.1	-11.9
O=C(NC1CCCN(C2Cc3ccccc3C2)C1)c1ccc(F)cc1Cl (stereo unspecified)	1.4	-13.1	10.3	-11.3	5.6	-15.7	-2.5	0.1
COC(=O)C1=C(C(=O)OC)[C@@H]2N(Cc3ccccc3)c3ccccc3[C@@]23C[C@@H](C(=O)OC)N=C3N1	22.3	-1.1	-2.2	19.9	8.2	0.3	12.9	7.8
C#CCOCCOCCOCCNc1nc(N2CCN(C(=O)[C@H](CCCCN)n3cc(C(N)CC(C)C)nn3)CC2)nc(N2CCN(C(=O)[C@H](CCC(=O)O)n3cc(C(N)[C@H](C)CC)nn3)CC2)n1 (stereo partly specified)	-5.0	-5.8	-8.6	15.5	2.2	3.5	3.7	-5.0
CCN(CC)c1ccc(/C=C(/C#N)C(=O)NC(C)C)o1	-8.2	5.5	16.1	12.3	-1.5	4.9	-291.3	-21.3
COc1ccc(Nc2nc(C(=O)N3CCc4cc(OC)c(OC)cc4C3)cs2)cc1	4.5	6.1	14.2	-12.9	-13.1	-0.3	5.8	21.2

A few values from the list:
Under Gli-Sufu block, `CSc1ccc(CN2C(=O)NC3(CCCCC3)C2=O)cc1` is entered as -3.6
Under Gli-Sufu block, `Cc1c(Br)c([N+](=O)[O-])nn1C(C)C(=O)N1CCCc2ccccc21` (stereo unspecified) is entered as 7.5
Under UBC13 polyUb, `COC(=O)c1cc(-c2ccccc2)n[nH]1` is entered as -3.8
Under Apaf-1 inh, `O=C(O)c1cc(S(=O)(=O)Nc2cccc(S(=O)(=O)N3CCCC3)c2)ccc1Cl` is entered as 8.6
Under 697 NFkB inh, `COc1cc(CC(=O)OCC(=O)NC2CCCCC2C)cc(OC)c1OC` (stereo unspecified) is entered as 11.2

Single records (already shown). Order of values: Gli-Sufu block | EBI2 block | CCR6 antagonist | 697 NFkB inh | Apaf-1 inh | SENP8 block | UBC13 polyUb | Jurkat NFkB inh
Results for C#CCOCCOCCOCCNc1nc(N2CCN(C(=O)[C@H](CCCCN)n3cc(C(N)CC(C)C)nn3)CC2)nc(N2CCN(C(=O)[C@H](CCC(=O)O)n3cc(C(N)[C@H](C)CC)nn3)CC2)n1 (stereo partly specified) → -5.0 | -5.8 | -8.6 | 15.5 | 2.2 | 3.5 | 3.7 | -5.0
Results for CCn1c(SCC(=O)N2CCCCC2)nc(O)cc1=O → -2.0 | -5.1 | -0.2 | -6.0 | 4.7 | -4.6 | 1.0 | 3.8
Results for O=C1c2ccccc2C(=O)c2c1cccc2N(CCO)CCO → 23.6 | -11.6 | 13.4 | -0.7 | 8.3 | 7.4 | -219.1 | -11.9

Remaining list, next part
SMILES	Gli-Sufu block	EBI2 block	CCR6 antagonist	697 NFkB inh	Apaf-1 inh	SENP8 block	UBC13 polyUb	Jurkat NFkB inh
Cc1ccc(-c2noc(CN(C)C(=O)c3ccoc3C)n2)cc1	-22.2	-5.1	15.5	-2.0	-1.6	0.1	4.4	-6.6
COc1ccc(C2=CCN3CCCCC3C2)c(-c2ccc(OC)c(OC)c2)c1 (stereo unspecified)	9.8	-5.3	11.8	-0.5	21.3	10.9	21.6	3.2
CCOc1ccc(S(=O)(=O)NCC(=O)N(C)Cc2cccnc2)cc1	-21.3	4.3	-2.8	6.2	-7.8	2.6	5.4	2.9
Cc1ccc(/C=C2\SC(=S)N(CCCC(=O)Nc3ccccc3C(=O)O)C2=O)cc1	21.9	0.2	7.7	32.1	11.1	7.1	-10.0	14.0
COc1ccc(NC(=O)CS(=O)CC(=O)Nc2cccnc2)cc1 (stereo unspecified)	-22.1	5.2	1.6	10.1	-2.5	1.4	8.6	11.0
COC(=O)c1cccc(C(=O)N2CCCC(C(=O)c3cc(F)ccc3F)C2)c1 (stereo unspecified)	-6.0	6.0	10.9	38.7*	-1.9	-0.9	0.3	-1.5
NC(=O)C1CCN(C(=O)CCSCc2ccccc2)CC1	-5.8	2.9	5.8	-13.4	8.3	-2.8	-34.3	1.3
Cc1ccc2c(nc3s/c(=C\c4ccc(-c5ccccc5C(=O)O)o4)c(=O)n32)c1C	-48.0	16.0	19.0	-0.7	20.9	9.1	-73.4	5.4
CCCC(=O)NC(Nc1ccc(S(=O)(=O)Nc2cc(C)on2)cc1)(C(F)(F)F)C(F)(F)F	0.2	-4.1	-2.8	-10.8	2.7	-5.6	-4.2	5.7

Screening data: PubChem, Sanford-Burnham Center for Chemical Genomics
